# MITF inh: MITF inhibitors, primary screen, biochemical, AlphaScreen, human | Microphthalmia-associated transcription factor (Homo sapiens), O75030 | AlphaScreen MITF homodimerization, bead proximity signal | inhibition, % at 2.6 µM | actives 0.91% (n = 650,000) | AID 1259374, 2018; in the data active means inhibition above about 50%;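 further: 0% = vehicle wells with protein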
# FBW7 act: FBW7 E3 ligase activators, primary screen, biochemical, AlphaScreen, human. actives 0.13% (n = 650,000). AlphaScreen FBW7–phospho-cyclin E peptide binding, activator screen. AID 1259310, 2017. F-box/WD repeat-containing protein 7 (Homo sapiens), Q969H0. normalized activity (activation), % at 26.1 µM; in the data active means normalized activity above about 1.9%;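 further: purified mutant Fbw7 with reduced substrate affinity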
# Target sequence (Q969H0 whole entry, looked up): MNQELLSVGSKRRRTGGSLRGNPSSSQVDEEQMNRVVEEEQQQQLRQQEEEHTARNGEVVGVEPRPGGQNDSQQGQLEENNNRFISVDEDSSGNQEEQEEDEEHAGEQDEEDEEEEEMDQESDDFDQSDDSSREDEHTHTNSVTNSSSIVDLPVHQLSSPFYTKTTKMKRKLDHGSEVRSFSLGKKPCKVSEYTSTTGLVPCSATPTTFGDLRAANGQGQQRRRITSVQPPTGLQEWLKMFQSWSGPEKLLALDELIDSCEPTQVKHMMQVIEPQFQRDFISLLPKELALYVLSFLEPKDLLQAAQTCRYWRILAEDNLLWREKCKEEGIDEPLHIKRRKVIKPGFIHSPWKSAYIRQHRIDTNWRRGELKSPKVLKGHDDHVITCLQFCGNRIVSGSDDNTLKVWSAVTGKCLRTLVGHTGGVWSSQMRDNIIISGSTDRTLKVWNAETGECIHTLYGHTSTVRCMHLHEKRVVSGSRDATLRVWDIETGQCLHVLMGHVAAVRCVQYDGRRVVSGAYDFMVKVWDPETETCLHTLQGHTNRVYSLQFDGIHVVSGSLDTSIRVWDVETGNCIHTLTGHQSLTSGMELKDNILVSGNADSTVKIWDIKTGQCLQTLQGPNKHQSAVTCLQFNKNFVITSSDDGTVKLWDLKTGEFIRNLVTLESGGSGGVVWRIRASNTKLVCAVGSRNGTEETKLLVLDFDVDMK
# GPR151 activ: activators of human GPR151, primary screen, cell-based, PathHunter beta-arrestin, luminescence; activation, % at 11.2 µM; AID 1508602, 2020; G-protein coupled receptor 151 (Homo sapiens), Q8TDV0; actives 1% (n = 650,000); PathHunter beta-arrestin GPR151 cells; in the data active means activation above about 4.9%;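 further: 0% = median of compound wells and 100% = cells with positive control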
# Target sequence (Q8TDV0 whole entry, looked up): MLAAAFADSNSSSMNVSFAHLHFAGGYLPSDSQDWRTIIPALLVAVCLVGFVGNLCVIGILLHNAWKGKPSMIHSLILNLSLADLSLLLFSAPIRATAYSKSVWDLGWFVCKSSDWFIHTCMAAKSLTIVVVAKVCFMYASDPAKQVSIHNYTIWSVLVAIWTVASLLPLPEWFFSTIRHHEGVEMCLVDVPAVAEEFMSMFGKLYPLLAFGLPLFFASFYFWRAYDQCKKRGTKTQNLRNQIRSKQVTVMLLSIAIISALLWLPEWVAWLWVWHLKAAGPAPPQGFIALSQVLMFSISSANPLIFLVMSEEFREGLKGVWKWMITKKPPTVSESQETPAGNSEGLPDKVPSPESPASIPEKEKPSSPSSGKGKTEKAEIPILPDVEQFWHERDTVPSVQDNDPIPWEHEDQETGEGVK
# TEAD-YAP block: TEAD-YAP interaction inhibition, primary screen, TEAD-YAP interaction inhibitor project, luminescence, HEK-TIYL cells; TEAD-Gal4/YAP UAS-luciferase luminescence; inhibition, % at 9.12 µM; actives 1.4% (n = 640,000); in the data active means inhibition above about 32%;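 further: 0% = median of test compound wells and 100% = reference inhibitor wells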
# Starred values were filed as active, the others as inactive.
SMILES,MITF inh,FBW7 act,GPR151 activ,TEAD-YAP block
CCOCCOC(=O)C1=C(C)NC(=O)NC1c1cc(OC)c(OC)c(OC)c1 (stereo not given),-2,0.2,-1.1,0
CCN(CC)C(=O)c1ccc(OC)c(OC2CCN(C(C)=O)CC2)c1,-12,0.0,-2.5,1
CCN(CC)S(=O)(=O)c1ccc(NC(=O)c2ccccc2C)cc1,11,-0.1,0.4,2
COc1cccc(/C=C2\N=C(c3ccc(OC)c([N+](=O)[O-])c3)OC2=O)c1,8,0.0,-1.0,-4
C=CCN1C(=S)NC2CC1(C)Oc1c(OCC)cccc12 (stereo not given),0,0.0,-1.0,-6
COc1ccc(C2/C(=C(/O)c3ccccc3)C(=O)C(=O)N2CCO)cc1 (stereo not given),10,-0.1,1.0,-1
Clc1ccc(C2Oc3ccccc3C3CC(c4ccccc4)=NN32)c(Cl)c1 (stereo not given),7,-0.1,-0.8,-25
CC(C)CCN1CC(C(=O)NC2CCCCCC2)CC1=O (stereo not given),3,0.2,-0.9,-4
COC(=O)C(NC(=O)c1ccccc1)=C1C=C(c2ccccc2)OC(c2ccccc2)=C1,6,-0.1,0.5,7
Cc1ccc(S(=O)(=O)NCC(=O)NN)cc1,5,0.0,0.2,3
CCCCN(CC)C(=O)/C=C/c1ccc(OC)cc1,-5,0.6,-0.7,-18
O=C(CSc1nc2ccsc2c(=O)n1Cc1ccccc1Cl)c1ccccc1,-4,-0.2,0.7,10
O=C(c1ccc(Cn2cccn2)o1)N1CCC2(CC1)Nc1ccccc1-n1cccc12,13,-0.2,0.1,24
Cn1c(=O)oc2cc(S(=O)(=O)NCCC(=O)NC3CCCCCC3)ccc21,8,0.1,-0.1,9
COc1ccc(Cn2c(CCC(=O)NCc3ccc(F)cc3)nc3ncccc3c2=O)cc1,-9,-0.2,-0.8,1
CC(C)OC(=O)c1ccc(NC(=O)CSc2nnnn2-c2ccc(Cl)cc2)cc1,4,-0.1,1.3,5
Cn1c(N2CCCC2)nc2c1c(=O)n(Cc1ccccc1)c(=O)n2C,0,-0.3,0.5,1
COC(=O)c1ccc(NC(=O)CSc2nnc(-c3c[nH]c4ccccc34)n2C)cc1,0,0.1,-0.6,9
Cc1cccc(C(=O)N(CCCO)Cc2cc3cc(C)ccc3[nH]c2=O)c1,-7,-0.1,1.2,-4
N#Cc1ccccc1NC(=O)C1CC(=O)N(c2ccc3c4c(cccc24)CC3)C1 (stereo not given),-4,0.0,0.6,5
CCCCN(C)C(=O)CSc1nc(NC2CCCCC2)c2ccccc2n1,1,-0.1,3.1,-6
CC1=CC(=C2C(=O)c3ccccc3C2=O)C=C(C)N1C,3,-0.1,0.7,-33
CCOc1ccc(Nc2cc(NCCCO)c([N+](=O)[O-])c3nonc23)cc1,12,-0.3,-1.8,10
COc1ccc(CCN2C(=O)C3C4C=CC(C5CC45)C3C2=O)cc1OC (stereo not given),7,-0.1,1.3,15
CCCCCCNC(=O)c1ccc(N2CCCCCC2)c([N+](=O)[O-])c1,10,0.0,-1.1,0
# Carrying on:
SMILES,MITF inh,FBW7 act,GPR151 activ,TEAD-YAP block
O=C1CSC(c2ccc([N+](=O)[O-])cc2)N1c1ccc(Oc2ccccc2)cc1 (stereo not given),15,-0.3,1.0,-1
CCOC(=O)N1CCC(N2C(=O)CCC2CCNCCOc2ccc(F)cc2)CC1 (stereo not given),2,0.3,-1.1,2
CC1CN(C2=NC(=O)/C(=C\c3ccc(O)cc3)S2)CC(C)O1 (stereo not given),14,-0.1,2.1,10
COc1cc(Br)cc2cc(C(=O)N3CCN(c4ccccn4)CC3)c(=O)oc12,2,-0.1,0.4,-5
O=C(Nc1cccc(-c2cn3ccsc3n2)c1)c1ccc(F)cc1,-1,0.5,-1.0,-25
COc1ccc(NC(=O)Cn2nc(-c3ccc(OC)c(OC)c3)ccc2=O)cc1OC,19,0.8,-1.5,-7
CC(C)N(CCNc1nc(Nc2cccc(N(C)C)c2)nc2c1ncn2Cc1ccc(C(F)(F)F)cc1)C(C)C,16,0.7,4.5,-10
COC(=O)C1=C(C)N(C)C(=O)N(C)C1c1ccc(O)cc1 (stereo not given),6,-0.1,-0.7,1
O=C(Nc1nnc(SCc2ccccc2)s1)C(c1ccccc1)N1CCOCC1 (stereo not given),-3,-0.2,1.8,0
CCCCC(C(=O)Nc1ccc(Cl)cc1)N1C(=O)c2ccccc2C1=O (stereo not given),0,-0.2,2.1,8
Cc1ccc(OC(=O)N2CCN3C(=O)[C@@H]4CSCN4C(=O)[C@H]3C2)cc1,24,0.9,0.3,4
O=c1[nH]ncc(N2CCCCCC2)c1Cl,-5,0.3,0.4,-9
CCn1nnc2c(Nc3cc(Cl)ccc3OC)ncnc21,13,0.5,-1.5,7
O=C1c2ccccc2C(=O)c2c1ccc(C(=O)Nc1cccc([N+](=O)[O-])c1)c2[N+](=O)[O-],-10,0.2,-0.2,-10
O=C1CC(Cc2ccccc2)C(=O)N1c1ccc(O)cc1 (stereo not given),9,0.0,0.6,6
CCc1cccc2sc(N3CCN(C(=O)C4CCCN4S(=O)(=O)c4cccs4)CC3)nc12 (stereo not given),-15,0.4,-1.5,1
O=C(CC1CCCCC1)Nc1c2c(nn1-c1cccc(Cl)c1)CSC2,-3,-0.1,1.9,10
COC(=O)c1cc(C=O)c2sc3ccccc3n12,12,0.0,-0.3,11
O=[N+]([O-])c1cccc(C(=NCc2ccccc2)NO)c1,-7,-0.2,0.7,4
COc1ccc(CCN2CCC(Nc3cccc(S(C)(=O)=O)c3)CC2)cc1,0,0.5,3.6,3
CC(C)C[C@@H]1NC(=O)[C@@H]2C[C@H](NC(=O)NCc3cccc(F)c3)CN2C1=O,-6,0.1,-2.2,-10
Cc1cccc(C)c1N1C(=O)C2C3CCC(C3)C2C1=O (stereo not given),-12,0.1,-1.1,-3
Cc1ccc2[nH]cc(C(=O)c3ccc(F)cc3)c(=O)c2c1,-12,-0.2,1.2,-1
COc1ccccc1/C=C/C(=O)Nc1cccc(C(C)=O)c1,9,0.3,-0.7,-34
CCN(C(=O)Cc1c(C(=O)O)n(CC)c2ccccc12)c1ccccc1C,15,1.1,0.3,-8
# (next part)
SMILES,MITF inh,FBW7 act,GPR151 activ,TEAD-YAP block
CC(C)C[C@@H]1NC(=O)[C@@H]2C[C@H](NC(=O)c3cnn(-c4ccccc4)c3C(F)(F)F)CN2C1=O,3,-0.2,1.8,8
O=C(CCc1nc(-c2ccc(Cl)cc2)no1)Nc1ccccc1,7,0.2,-2.0,-6
Cc1ccc(NC(=O)Nc2ccc(Cl)cc2)cc1Br,3,0.1,2.6,-22
CCOc1ccc(/C=C(/NC(=O)c2ccccc2Cl)C(=O)O)cc1,15,0.0,-0.6,3
COc1ccc(C(=O)Oc2ccccc2NC2=NS(=O)(=O)c3ccccc32)c(OC)c1,4,0.4,-1.0,-39
CCn1cc(C(=O)N2CCC(C(=O)c3nccs3)CC2)c(C)n1,7,0.0,-1.0,4
COc1ccc(Br)c(C(=O)Nc2cc(C(=O)N(C)Cc3ccccc3)ccc2N2CC3CC(C2)c2cccc(=O)n2C3)c1 (stereo not given),18,0.1,-1.7,-19
C=C(C)c1cccc(C(C)(C)NC(=O)N2CCCCCC2)c1,-8,0.0,-0.8,8
COc1ccc(CC(=O)Nc2cc(=O)n(C)c(=O)n2C)cc1,-1,0.3,2.2,-1
CCCC(c1nnnn1C(C)(C)C)N(CCO)Cc1cc2cc3c(cc2[nH]c1=O)OCO3 (stereo not given),-14,0.0,1.2,-4
COc1ccc(-c2[nH]c(=S)[nH]c(=O)c2C#N)cc1,3,0.1,0.6,6
Oc1ccccc1CNc1ccc(Cl)cc1,1,0.1,1.1,-27
CCC(C)NC(=O)COc1ccc(Br)c(C)c1 (stereo not given),-4,0.2,0.0,14
Cc1ccccc1CN1CCc2nnc(CCNC(=O)c3ccoc3)n2CC1,20,0.0,-0.1,2
COc1ccc(C(=O)N2CCCC(CNC(=O)c3ccc(-c4ccccc4)cc3)C2)o1 (stereo not given),1,-0.1,-0.6,-20
CCOC(=O)c1oc2ccccc2c1CBr,0,-0.1,1.4,3
COc1ccc(-n2nc3c(c2NC(=O)C2CC2)CSC3)cc1,13,0.0,0.0,6
CC(C)CCN1CCN2C(=O)[C@H](Cc3ccc(O)cc3)NC(=O)[C@H]2C1,-7,-0.3,-1.3,-1
CC(=O)N1CCSc2cc(S(=O)(=O)Nc3ccc(Cl)cc3)ccc21,1,-0.1,5.0*,4
COC(=O)CSc1ccc2c(N)c(C(=O)OC)sc2c1,17,0.1,-6.0,1
O=C(CSc1ncn[nH]1)Nc1ccnc2ccccc12,-21,0.0,1.3,16
CCOC(=O)c1c(-c2ccc(C)cc2)csc1NC(=O)c1ccc(OC(F)F)cc1,1,-0.1,-0.5,-6
CN(C(=O)CC12CC3CC(CC(Br)(C3)C1)C2)c1ccccc1,-7,0.0,0.3,9
COc1ccc2nc(/N=C/c3nc(-c4ccc(C)cc4)oc3O)sc2c1,4,0.4,-0.3,3
Cc1nc2c(-c3ccccc3)c(C)nn2c(C)c1CC(=O)NC(C)c1cccs1 (stereo not given),11,0.9,0.3,1

# Another view of two compounds above:
# Value order: MITF inh	FBW7 act	GPR151 activ	TEAD-YAP block
- Cc1ccccc1CN1CCc2nnc(CCNC(=O)c3ccoc3)n2CC1
  20	0.0	-0.1	2
- COc1ccc(C(=O)N2CCCC(CNC(=O)c3ccc(-c4ccccc4)cc3)C2)o1 (stereo not given)
  1	-0.1	-0.6	-20

# Next part.
SMILES,MITF inh,FBW7 act,GPR151 activ,TEAD-YAP block
O=C(CN(c1ccccc1)S(=O)(=O)c1ccccc1)Nc1ccccc1,12,0.2,-0.9,2
CCCn1nnnc1SCC(=O)Nc1cccc(C(C)=O)c1,5,0.2,1.5,-26
CCN(CCO)C(=O)CC1(c2ccccc2C)CC(=O)N(Cc2ccccc2)C1=O (stereo not given),5,-0.1,0.5,-1
COC(=O)c1cc(-c2ccc(/C=C3\C(=O)N(c4ccccc4)N=C3C)o2)ccc1Cl,19,0.2,-0.2,8
Cc1cc(C)c(S(=O)(=O)N(CC(=O)N2CCOCC2)C2CCCCC2)c(C)c1,15,0.0,2.9,2
COc1cc(NC(=O)c2sc3nc[nH]c(=O)c3c2C)cc(OC)c1OC,9,-0.2,0.6,3
CC(=O)Nc1ccc(S(=O)(=O)N2CC=C[C@H]2C(=O)NC2CCCCC2)cc1,0,-0.1,0.4,4
COc1ccc(OC)c(/C=N/NC(=O)CC2C(=O)NN=C2C)c1 (stereo not given),4,0.0,0.6,12
COc1cccc(/C(O)=C/C(=O)C(=O)/C=C(\O)c2cccc(OC)c2)c1,14,0.2,-0.9,-6
COc1cc(-c2cc(N)n(S(=O)(=O)c3ccc(C)cc3)n2)cc(OC)c1OC,-5,-0.2,-0.6,5
COc1cccc2cc(-c3cn4c(n3)sc3cc(C)ccc34)c(=O)oc12,-7,0.0,-1.0,-5
COc1ccc(COCC(O)CN2CCN(c3ccccc3)CC2)cc1OC (stereo not given),-7,0.2,4.2,-15
Cn1c(=O)[nH]c(=O)c2c1nc(SCC(=O)c1ccccc1)n2Cc1ccccc1,6,-0.1,0.7,-5
CC(=O)C1=C(c2ccccc2)NC(=O)NC1c1ccccc1OCC#N (stereo not given),0,0.0,2.2,4
COc1cc(S(=O)(=O)N2CCCCCC2)ccc1Cl,-9,0.2,-0.9,5
COc1ccc(C(CC(=O)Nc2ccc3c(c2)OCCO3)N2Cc3ccccc3C2=O)cc1 (stereo not given),-4,-0.3,-0.2,4
COc1cccc(CN2CCc3nnc(C4CCCO4)n3CC2)c1 (stereo not given),4,0.4,-0.9,-2
O=[N+]([O-])c1ccc(Oc2ccc(S(=O)(=O)N3CCc4ccccc4C3)cc2)cc1,1,-0.1,1.4,1
O=C(C1CC1)N(Cc1ccco1)c1nc2c(F)cccc2s1,17,0.9,-1.5,4
COC(=O)Cc1nc(NCCc2ccc(OC)c(OC)c2)c2c(C)c(C)sc2n1,11,0.2,0.9,8

# Structural class: the entries above with a Cl atom.
SMILES,MITF inh,FBW7 act,GPR151 activ,TEAD-YAP block
Clc1ccc(C2Oc3ccccc3C3CC(c4ccccc4)=NN32)c(Cl)c1 (stereo not given),7,-0.1,-0.8,-25
O=C(CSc1nc2ccsc2c(=O)n1Cc1ccccc1Cl)c1ccccc1,-4,-0.2,0.7,10
CC(C)OC(=O)c1ccc(NC(=O)CSc2nnnn2-c2ccc(Cl)cc2)cc1,4,-0.1,1.3,5
CCCCC(C(=O)Nc1ccc(Cl)cc1)N1C(=O)c2ccccc2C1=O (stereo not given),0,-0.2,2.1,8
O=c1[nH]ncc(N2CCCCCC2)c1Cl,-5,0.3,0.4,-9
CCn1nnc2c(Nc3cc(Cl)ccc3OC)ncnc21,13,0.5,-1.5,7
O=C(CC1CCCCC1)Nc1c2c(nn1-c1cccc(Cl)c1)CSC2,-3,-0.1,1.9,10
O=C(CCc1nc(-c2ccc(Cl)cc2)no1)Nc1ccccc1,7,0.2,-2.0,-6
Cc1ccc(NC(=O)Nc2ccc(Cl)cc2)cc1Br,3,0.1,2.6,-22
CCOc1ccc(/C=C(/NC(=O)c2ccccc2Cl)C(=O)O)cc1,15,0.0,-0.6,3
Oc1ccccc1CNc1ccc(Cl)cc1,1,0.1,1.1,-27
CC(=O)N1CCSc2cc(S(=O)(=O)Nc3ccc(Cl)cc3)ccc21,1,-0.1,5.0*,4
COC(=O)c1cc(-c2ccc(/C=C3\C(=O)N(c4ccccc4)N=C3C)o2)ccc1Cl,19,0.2,-0.2,8
COc1cc(S(=O)(=O)N2CCCCCC2)ccc1Cl,-9,0.2,-0.9,5

# Compounds were not picked by outcome. About 3.4% of those tested had a hit in this group.
